G6PDH counter – L. mesenteroides G6PDH inhibition counter-screen | Purified L. mesenteroides G6PDH, diaphorase/resazurin coupled fluorescence, 45 min | inhibition, % at 5 µM | actives 0.12% (n = 200,000); in the data active = inhibition above about 50%
PPARg SRC1 recr – promotes SRC-1 coactivator recruitment by human PPARgamma | actives 0.41% (n = 200,000) | activation, % at 8 µM | AID 631 | PPARgamma-SRC-1 coactivator recruitment biochemical assay | P37231; in the data active = activation above about 19%;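 note: 0% = DMSO and 100% = reference agonist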
PPARg SRC2 recr – agonists of SRC-2 recruitment by human PPARgamma. PPARgamma LBD-SRC-2 recruitment, biochemical. activation, % at 8 µM. actives 0.34% (n = 200,000). AID 1032; in the data active = activation above about 22%;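 note: 0% = vehicle and 100% = reference agonist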
TR-FRET SRC-2 ct – TR-FRET artefact, counter-screen to PPARgamma/SRC-2 agonist assay; hits give high values; TR-FRET ratio at 8 µM; actives 0.4% (n = 200,000); AID 1049; in the data active = TR-FRET ratio above about 2000; note: inactives centre near 1500
S1P3 antag – blocks the human S1P3 receptor | AID 485 | inhibition, % at 4.98 µM | actives 0.27% (n = 170,000) | Q99500 | CHO S1P3 NFAT-BLA reporter, FRET fluorescence, antagonist mode;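 active = inhibition above the plate cutoff, the mean inhibition of test wells on that plate plus 3 SD, cut at about 28% in these data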;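 note: cells challenged with S1P at its EC80 of 0.8 µM; blue over green emission ratio from cleaved BLA substrate after 4 h stimulation; 0% = S1P-stimulated wells and 100% = unstimulated DMSO-only wells; some compounds past the cut are filed as inactive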
Target sequence (Q99500 whole entry, looked up): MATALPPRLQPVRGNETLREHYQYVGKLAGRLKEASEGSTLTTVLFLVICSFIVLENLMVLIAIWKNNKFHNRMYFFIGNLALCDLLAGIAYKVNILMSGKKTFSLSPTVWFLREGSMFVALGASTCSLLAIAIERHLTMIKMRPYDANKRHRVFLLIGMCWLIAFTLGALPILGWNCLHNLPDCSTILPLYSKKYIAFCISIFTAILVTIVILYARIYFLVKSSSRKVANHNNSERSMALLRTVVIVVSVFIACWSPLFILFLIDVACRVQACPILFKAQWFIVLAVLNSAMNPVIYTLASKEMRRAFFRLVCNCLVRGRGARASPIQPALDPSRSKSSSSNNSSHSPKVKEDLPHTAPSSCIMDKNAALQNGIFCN
PMI act hi M6P – increases human PMI activity with near-saturating mannose 6-phosphate. P34949. coupled PMI enzyme assay, resazurin fluorescence, 20 min; hits give high values; 1 = untreated enzyme, 0 = substrate-free blank. activation factor at 20 µM. actives 0.34% (n = 190,000). AID 1216;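 active = activation factor of 2 or more at 20 µM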
Target sequence (P34949 whole entry, looked up): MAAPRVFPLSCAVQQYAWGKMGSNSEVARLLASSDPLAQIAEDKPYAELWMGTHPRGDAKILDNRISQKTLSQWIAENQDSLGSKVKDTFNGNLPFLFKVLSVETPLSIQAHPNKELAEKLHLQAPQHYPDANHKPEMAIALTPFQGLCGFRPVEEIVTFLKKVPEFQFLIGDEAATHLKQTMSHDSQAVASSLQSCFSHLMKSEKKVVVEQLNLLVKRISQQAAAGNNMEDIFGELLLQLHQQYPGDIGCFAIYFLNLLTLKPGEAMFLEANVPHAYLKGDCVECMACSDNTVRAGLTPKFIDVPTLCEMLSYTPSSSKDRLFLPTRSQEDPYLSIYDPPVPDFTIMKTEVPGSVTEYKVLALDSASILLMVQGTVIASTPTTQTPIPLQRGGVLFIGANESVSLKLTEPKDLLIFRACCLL
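Test system: human phosphomannose isomerase with PGI, G6PDH, diaphorase coupling enzymes; amount: 15 ng/mL PMI; incubation: enzyme reaction with compound 20 min at room temperature; technique: resorufin fluorescence (Ex 544/Em 590 nm) from resazurin via diaphorase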
PMI activator – activators of human phosphomannose isomerase; P34949; purified human PMI, coupled resazurin fluorescence, 20 min; hits give high values; 1 = vehicle control, 0 substrate-free wells; activation factor at 20 µM; actives 0.005% (n = 190,000); AID 1214;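 active = activation factor of 2 or more at 20 µM, relative to plate controls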
Diaph inh CS – diaphorase inhibition or chemical oxidation counter-screen; inhibition, % at 20 µM; diaphorase resazurin-to-resorufin fluorescence, NADH, 16 min; bacterial (C. kluyveri) enzyme, not human; actives 0.69% (n = 190,000);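 active = primary screen inhibition at 20 µM above a set limit, cut at about 50% in these data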;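 note: plate controls were DMSO with full reaction for no effect and wells lacking NADH for full effect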
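Test system: bacterial diaphorase enzyme (C. kluyveri); Quantity: 0.14 U/mL diaphorase, enzyme working solution; Times: reaction incubation of 16 min at room temperature; Measured by: fluorescence of resorufin formed from resazurin, Ex 544/Em 590 nm; Benchmarks: positive control minus NADH, DMSO neutral control.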
Diaphorase act – diaphorase activation or chemical reduction counter-screen | activation factor at 20 µM | Diaphorase/resazurin coupled assay, resorufin fluorescence, 16 min; hits give high values; 1 = vehicle wells, 0 = NADH-free wells | actives 0.005% (n = 190,000);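 active = diaphorase activity raised at least twofold by the compound at 20 µM; inactive = activation factor below 2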
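Material: Purified diaphorase enzyme from Clostridium kluyveri | Buffer or medium: 50 mM HEPES pH 7.4 with 4.542 mM MgCl2, 0.005% Tween 20 | Times: 16 min enzyme reaction, ambient temperature | Signal: Red resorufin fluorescence at 544/590 nm excitation/emission | Measure: Increased resorufin signal from activators or reducing compounds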
PPARg SRC-3 ag – agonists of human PPARgamma SRC-3 coactivator recruitment | biochemical PPARgamma/SRC-3 coactivator recruitment assay | P37231 | actives 0.26% (n = 200,000) | activation, % at 8 µM | AID 731; in the data active = activation above about 23%;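 note: 0% = DMSO and 100% = reference agonist; some compounds past the cut are filed as inactive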
ROMK primary – human ROMK K+ channel modulation, primary screen | actives 2% (n = 130,000) | B-score at 10 µM | P48048 | Tet-inducible ROMK, thallium flux fluorescence; actives lie on both sides;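 active = signal ratio slope over the read window, or its plate-corrected B-score, at least 3 SD from the plate mean, either direction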;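 note: B-score of the F/F0 ratio slope over 7 to 12 s after thallium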
* = called active by the depositor; / = not tested or not shown; & = joins results of further samples.

SMILES	G6PDH counter	PPARg SRC1 recr	PPARg SRC2 recr	TR-FRET SRC-2 ct	S1P3 antag	PMI act hi M6P	PMI activator	Diaph inh CS	Diaphorase act	PPARg SRC-3 ag	ROMK primary
CC12CCC(C(=O)N(CSC(=S)N/N=C\c3ccccc3)C1=O)C2(C)C (centres undefined)	-1.7	-1.2	-2.5	1592	/	0.9	0.9	57.7*	0.4	-1.5	/
O=C1CC(SCc2nc3ccccc3[nH]2)C(=O)N1c1ccc(F)cc1 (centres undefined)	11.1	2.3	7.5	1586	6.2	1	0.9	1.2	1	-1.1	/
CCOc1ccc(Cl)cc1CSc1n[nH]c(C)n1	13.4	-1.5	6.2	1552	4.9	0.9	0.9	12.5	0.9	4.8	0.0229
COc1ccc(NC(=O)c2cccc(C#N)c2)cc1NS(=O)(=O)c1ccc(F)cc1	0.9	2.0	3.6	1654	-9.8	0.7	0.9	28.2	0.7	6.0	-0.00252
CC(C)n1nnnc1SCC(=O)NCc1cccs1	27.9	3.0	3.7	1655	-37.2	1	1	-2.2	1	-2.2	-0.274
Cc1nn(C)cc1CNC(=O)Nc1ccc(Br)cc1Cl	11.9	-2.8	-2.6	1418	11.9	1	0.9	7.4	0.9	-11.8	/
O=C1C2CCCN2C(c2ccccc2F)N1c1cccc(Cl)c1 (centres undefined)	3.9	4.0	5.1	1814	-0.9	0.8	0.9	21.0	0.8	1.4	/
Cc1ccc(N2C=Nc3ccc(C)c4nc(C)cc2c34)cc1	-21.5	5.4	-2.2	1492	/	1.1	1	-1.3	1	2.1	/
COC(=O)[C@@]1(Cc2ccc(OC)cc2)[C@H]2c3cc(C(=O)N4CCCC4)n(CCn4cc([N+](=O)[O-])nc4C)c3C[C@H]2CN1C(=O)c1ccccc1	20.4	5.3	4.3	1587	-6.3	1.1	1	5.5	0.9	-0.8	-1.72
Cn1c(N)c(C(=O)COC(=O)c2cccc(S(=O)(=O)N3CCCCC3)c2)c(=O)n(C)c1=O	-5.1	-4.7	-1.9	1476	0.7	1	1	15.7	0.8	1.6	-0.242
Brc1ccc(-c2nn3c(-c4ccco4)nnc3s2)o1	6.8	75.3*	98.8*	3538*	2.8	2*	1.1	33.3	0.7	115.3*	-0.0742
Cc1ccc(C)c(NC(=O)Cn2c([N+](=O)[O-])cnc2C)c1	9.8	-15.9	-4.2	1572	/	1.1	1.2	-2.9	1	-5.5	/
O=C(c1cccnc1)N1C2CCC1CC(O)(c1ccc(F)cc1)C2 (centres undefined)	11.9	-3.4	-4.3	1674	2.8	0.9	1.1	24.5	0.8	5.5	/
COc1ccc(S(=O)(=O)NCCOc2ccccc2)cc1-n1cnnn1	0.4	-1.3	-3.9	1664	-10.4	0.9	0.9	16.0	0.8	1.4	0.326
CC(C)=CC(=O)Nc1ccc(OCc2ccccc2)cc1	4.3	-1.5	3.2	1455	14.2	0.9	1	4.2	1	3.5	-0.112
COc1ccccc1NC(=S)N(Cc1cccnc1)Cc1ccco1	9.2	0.5	-1.1	1566	-9.3	1.2	1.2	-15.7	1.2	1.6	0.262
CCCCOC(=O)c1nc(Cl)c(Cl)c(N)c1Cl	-4.7	2.3	1.8	1453	-0.4	1.1	1	13.6	0.9	3.0	/
CCN(CC)c1ccc2cc(S(=O)(=O)c3ccc(Cl)cc3)c(=O)oc2c1	9.3	1.1	3.0	1553	-10.1	1	1	12.8	0.9	-2.0	0.294
COc1ccc(OC)c(C2C(C(=O)Nc3cccnc3)=C(C)NC3=C2C(=O)CCC3)c1 (centres undefined)	-3.9	-0.1	4.0	1632	-22.8	0.9	0.8	18.1	0.8	16.2	/
CS(=O)(=O)c1ccc(Cl)c(C(=O)O)c1	8.8	-2.5	12.3	1564	-6.6	1.1	1	3.7	1	1.2	/
CN1CCN(S(=O)(=O)c2ccc(NC(=S)NC(=O)C(C)(C)C)cc2)CC1	7.2	-3.8	3.1	1586	-10.7	1	1	8.9	0.9	-4.0	-0.368
Cc1ccccc1Nc1nc(N)nc(COC(=O)C2CCCCC2)n1	3.8	9.0	4.8	1606	-4.2	1	0.9	6.5	0.9	0.2	0.452
C=CCn1c(CCC(=O)O)ccc1-c1ccc(OC)cc1	-1.4	2.2	7.1	1519	-13.0	0.9	0.8	18.3	0.8	2.9	/
O=C(NCCN1CCOCC1)c1cc(-c2ccco2)on1	-1.6	7.4	5.0	1806	-7.6	1	1	8.9	0.9	1.1	-0.27
COc1ccc(/C=N/NC(=O)c2ccccc2OCc2ccccc2)c(OC)c1	4.1	4.4	7.1	1496	-0.9	1	1	10.8	0.9	-3.4	0.269
(cont.)
SMILES	G6PDH counter	PPARg SRC1 recr	PPARg SRC2 recr	TR-FRET SRC-2 ct	S1P3 antag	PMI act hi M6P	PMI activator	Diaph inh CS	Diaphorase act	PPARg SRC-3 ag	ROMK primary
C=CCOC(=O)CCC(=O)Nc1cccc2ccccc12	4.7	-2.2	-1.0	1377	-61.5	0.9	1	20.7	0.8	-7.0	/
O=C(/C=C/Nc1ccc(F)cc1F)c1cccs1	20.1	8.7	5.9	1384	4.2	0.9	0.8	17.1	0.8	6.8	/
O=C1OCC2=C1C(c1ccc(F)cc1)c1cc3c(cc1N2)OCCO3 (centres undefined)	0.8	9.2	12.6	1662	35.0*	1	1	-0.2	1	4.7	1.88
CCOC(=O)CCn1cc(F)c(=O)n(Cc2ccccc2)c1=O	9.0	-4.0	-0.3	1486	-2.4	0.9	0.8	13.3	0.9	0.5	0.671
COc1ccc(/C=C/C(=O)NC(=S)NNC(=O)c2ccco2)cc1	2.5	0.5	11.0	1803	/	1.1	1	28.3	0.7	-15.0	0.799
O=C(CNS(=O)(=O)/C=C/c1ccccc1)OCC(=O)N1CCC(Cc2ccccc2)CC1	1.1	-3.4	2.1	1465	/	1.1	1	12.3	0.9	2.1	0.0469
COc1ccc(Cn2nnnc2C(C(C)C)N(Cc2ccco2)Cc2cccs2)cc1 (centres undefined)	1.7	7.9	7.7	1440	53.7*	1	0.9	13.8	0.9	14.9	/
CC(=O)Nc1ccc(Cc2ccncc2)cc1	-6.5	-1.1	-4.5	1500	-8.3	1	1	-2.5	1	-7.0	/
O=C1CC(SCCO)C(=O)N1c1ccccc1 (centres undefined)	0.3	-0.9	-3.5	1364	/	1	1	13.9	0.9	2.3	/
O=C(NN1C(=O)c2ccccc2C1=O)C1CC2CCC1C2 (centres undefined)	-12.8	5.0	-1.9	1654	-4.6	1.1	1	2.0	1	-0.1	0.534
c1ccc(-c2ccccc2OCCn2cncn2)cc1	31.2	-1.7	-0.4	1509	-23.2	0.9	0.9	8.9	0.9	-10.4	/
CC(C)C(=O)Nc1cccc(NC(=O)c2ccc(Cl)cc2Cl)c1	-1.2	-5.2	6.7	1254	-8.8	1	1	15.1	0.8	-3.5	1.04
O=C(NC1=NCCS1)C1CC(=O)N(c2ccc(Cl)cc2)C1 (centres undefined)	-2.2	6.8	-1.6	1530	-16.6	1	1	1.8	1	4.8	-1.32
CCCn1nnnc1SCC(=O)NCc1ccccc1	5.3	-2.5	-4.0	1339	-15.2	1	1	10.2	0.9	-3.4	-0.00942
Cc1nn(C)c(Nc2ccc(Br)cc2)c1Br	4.6	-2.3	3.1	1506	14.0	0.9	0.8	11.7	0.9	3.0	-2.59
CCCCCCOc1ccc(C(CC(=O)NC)C(=O)O)cc1 (centres undefined)	-0.9	0.4	-1.4	1430	-10.3	1	1	4.7	1	-1.5	-0.631
CCC1=Nc2ccc(Br)cc2C(c2ccccc2)N1CC(=O)OC (centres undefined)	3.5	5.8	5.3	1612	/	1	1	11.6	0.9	4.3	/
CCCN1CCc2[nH]c(=S)[nH]c(=O)c2C1	-0.6	2.5	13.2	1623	-10.7	1.1	1	-2.0	1	-6.1	/
CCOC(=O)c1sc(NC(=S)NC(=O)CC(C)C)cc1C	-1.1	3.5	6.2	1548	/	0.8	0.8	28.1	0.7	6.4	0.113
COCC(=O)Nc1ccc2c(c1)OCO2	14.0	-11.2	-10.9	1472	-6.7	0.9	0.9	-14.9	1.1	3.4	-0.255
CC(=O)C1=C(C)N(CC2CC2)C(=O)N[C@H]1c1cccs1	2.9	-4.3	1.0	1409	-11.2	1	1	4.3	1	-3.0	0.0416
CCC(C)NC(=O)c1cccc(OCc2c(C)noc2C)c1 (centres undefined)	3.6	7.0	0.1	1532	-15.7	1	1	-0.4	1	0.6	0.494
Cc1ccc(N2C(=O)N(CC(=O)Nc3ccc(C)cc3C)C(=O)C2C)cc1 (centres undefined)	16.3	-4.3	-4.5	1637	-14.9	1.1	1.1	-10.1	1.1	-4.8	-1.61
CCCCN1C(=O)C2Cc3c([nH]c4ccccc34)CN2C1=S (centres undefined)	-2.2	13.2	3.5	1635	5.7	1.3	1.2	8.6	0.9	-2.5	0.129
Clc1ccc2nc(N3CCNCC3)nc(-c3ccccc3)c2c1	3.1	-1.8	1.7	1410	/	1	1.1	-3.7	1	-8.4	-0.322
CC[C@H](C)C(=O)O[C@H]1CCC=C2C=C[C@H](C)[C@H](CC[C@@H]3C[C@@H](O)CC(=O)O3)[C@H]21	6.7&5.0	-8.1&-0.1	-1.4&8.5	1527&1558	-17.0&-25.6	0.9&0.8	0.9&0.9	23.1&20.3	0.8&0.8	5.1&3.7	-0.0445
O=C(NNC(=O)c1cc([N+](=O)[O-])ccc1Cl)c1cccs1	-15.8	-0.5	-5.4	1469	-30.9	1	1	14.9	0.9	2.0	0.189
Cc1cc(/C=C(\C#N)C(=O)NCc2ccco2)c(C)[nH]1	0.3	-0.8	8.2	1549	/	1.1	1	-4.1	1	-7.2	/
Cc1c(-c2ccc(Br)cc2)nc2ccccn12	-17.3	-0.6	-1.6	1380	4.0	1.2	1.1	24.1	0.8	3.1	/

Random excerpt: five records from the list, in no set order.
SMILES	G6PDH counter	PPARg SRC1 recr	PPARg SRC2 recr	TR-FRET SRC-2 ct	S1P3 antag	PMI act hi M6P	PMI activator	Diaph inh CS	Diaphorase act	PPARg SRC-3 ag	ROMK primary
CCCN1CCc2[nH]c(=S)[nH]c(=O)c2C1	-0.6	2.5	13.2	1623	-10.7	1.1	1	-2.0	1	-6.1	/
Clc1ccc2nc(N3CCNCC3)nc(-c3ccccc3)c2c1	3.1	-1.8	1.7	1410	/	1	1.1	-3.7	1	-8.4	-0.322
CC(=O)Nc1ccc(Cc2ccncc2)cc1	-6.5	-1.1	-4.5	1500	-8.3	1	1	-2.5	1	-7.0	/
CC(=O)C1=C(C)N(CC2CC2)C(=O)N[C@H]1c1cccs1	2.9	-4.3	1.0	1409	-11.2	1	1	4.3	1	-3.0	0.0416
COc1ccc(/C=C/C(=O)NC(=S)NNC(=O)c2ccco2)cc1	2.5	0.5	11.0	1803	/	1.1	1	28.3	0.7	-15.0	0.799
